Screening results: PubChem BioAssay, several laboratories
C-LANA FP: blocks KSHV LANA C-terminal domain binding to DNA; inhibition, % at 9 µM; 0.078% of 340,000 active; MBP-C-LANA/FAM-LBS DNA binding, fluorescence polarization;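 active means highest replicate inhibition at or above 60% at 9 µM, even if other replicates fall short; inactive means all replicates below 60% inhibition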;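 further: 0% = neutral control wells and 100% = 4 µM acridine orange control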
Arrestin-AP2 inh: blocks beta-arrestin peptide binding to AP2 adaptin; FITC-arrestin peptide / GST-AP2 beads, flow cytometry; AP2 beta2 appendage carries R879A mutation; inhibition, % at 10 µM; 0.31% of 340,000 active; AID 504490;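 active means inhibition above a set limit, near 3 SD of compounds lacking own fluorescence, cut at about 54% in these data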;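 further: plate controls were DMSO wells for no effect and 5 µM unlabelled arrestin peptide for full effect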
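System: GST-AP2 R879A glutathione beads. Medium: PBS with 0.05% Tween 20 and 0.1% BSA. Also added: FITC-arrestin peptide, 50 nM. Incubation: 12 min plus 1 h, RT. Measured by: high-throughput flow cytometry of beads, ex 488, em 535 nm. Evaluation: percent drop in bead-associated FITC signal.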
SR-BI uptake up: activators of SR-BI mediated HDL lipid uptake | CHO ldlA[mSR-BI] cells, DiI-HDL uptake fluorescence, 3 h; 100 = double the neutral-control signal | 0.096% of 320,000 active | activation, % at 12.5 µM;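 active means mean replicate activation of at least 60% and every replicate at or above 60%; inconclusive means mean or all-replicate condition met, but not both; inactive means mean below 60% and not all replicates reaching 60%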;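 further: 0% = median plate neutral-control signal and 100% = twice that signal; values of inactives mirror those of a sister screen read the other way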
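Test system: SR-BI-overexpressing, LDLR-lacking CHO cells. Measured by: DiI fluorescence, bottom read. Medium: Ham's F12 with 0.5% BSA, HEPES 25 mM, pH 7.4. Timing: 3 h uptake period with compound, 37 °C.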
DAGLB inhibitor: diacylglycerol lipase beta (human) inhibition. Q8NCG7. HEK293T DAGLB membrane lysate, EnzChek fluorogenic substrate. inhibition, % at 5.17 µM. 0.059% of 340,000 active. AID 504411; in the data active means inhibition above about 34%;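 further: 0% = enzyme with vehicle and 100% = wells lacking enzyme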
PKA-R2B act: activators of human PKA-R2B complex; PKA-R2B holoenzyme dissociation, Cy5-IP20 fluorescence polarization; R2B truncated from residue 108, S112A mutant; 0% DMSO only, 100% 113 µM cGMP; activation, % at 11.4 µM; 0.079% of 340,000 active;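 active means activation above a cutoff set at the mean over all compounds plus 3 SD, cut at about 18% in these data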;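 further: higher means more holoenzyme dissociation and a rise in polarization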
Target sequence (P31323 whole entry, looked up, other chains not shown, the tested form may be a part): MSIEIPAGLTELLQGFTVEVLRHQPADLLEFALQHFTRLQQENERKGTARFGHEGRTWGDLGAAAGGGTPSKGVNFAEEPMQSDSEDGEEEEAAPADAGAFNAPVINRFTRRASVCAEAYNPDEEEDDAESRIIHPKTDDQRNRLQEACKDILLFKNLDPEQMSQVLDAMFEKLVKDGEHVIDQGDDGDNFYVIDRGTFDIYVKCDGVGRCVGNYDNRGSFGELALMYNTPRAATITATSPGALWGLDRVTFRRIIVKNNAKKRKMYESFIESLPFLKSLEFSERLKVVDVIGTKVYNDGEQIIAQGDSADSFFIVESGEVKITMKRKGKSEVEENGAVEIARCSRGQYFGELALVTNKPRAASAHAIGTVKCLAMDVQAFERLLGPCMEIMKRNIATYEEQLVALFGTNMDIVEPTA
RTF Ca sens inh: cardiac RTF calcium desensitization; P19429+P45379; IANBD-labeled cardiac RTF, Ca2+ fluorescence; inhibition, % at 7.15 µM; 0.12% of 340,000 active; AID 493244;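 active means inhibition above the mean inhibition of all tested compounds plus 3 SD, cut at about 17% in these data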;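 further: assay run at fixed EC70 calcium of 1.6 mM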
PvdQ acylase: P. aeruginosa PvdQ acylase inhibition; 0.063% of 340,000 active; inhibition, % at 10 µM; purified PvdQ acylase, fluorescence plate reader; in the data active means inhibition above about 30%, passing the limit was not always enough; inconclusive means no clear call, values can overlap the other calls;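 further: 0% = vehicle neutral wells and 100% = reference inhibitor wells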
NSD2 HMT inh: NSD2 (human) methyltransferase inhibition | O96028 | NSD2 peptide methylation, AlphaScreen, 120 min | inhibition, % at 12.5 µM | 0.54% of 310,000 active | AID 743445; in the data active means inhibition above about 50%
SR-BI HDL uptake: inhibitors of mouse SR-BI mediated HDL lipid uptake. Q61009. ldlA[mSR-BI] CHO cells, DiI-HDL uptake fluorescence, 3 h. inhibition, % at 12.5 µM. 0.96% of 320,000 active. AID 488896;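 active means mean replicate inhibition of at least 70% and a set share of replicates each scoring 70 or more; inconclusive means meets just one of the two criteria; inactive means fails both criteria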;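 further: 0% = median of neutral control wells and 100% = median of positive control wells; values of inactives mirror those of a sister screen read the other way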
Target sequence (Q61009 whole entry, looked up): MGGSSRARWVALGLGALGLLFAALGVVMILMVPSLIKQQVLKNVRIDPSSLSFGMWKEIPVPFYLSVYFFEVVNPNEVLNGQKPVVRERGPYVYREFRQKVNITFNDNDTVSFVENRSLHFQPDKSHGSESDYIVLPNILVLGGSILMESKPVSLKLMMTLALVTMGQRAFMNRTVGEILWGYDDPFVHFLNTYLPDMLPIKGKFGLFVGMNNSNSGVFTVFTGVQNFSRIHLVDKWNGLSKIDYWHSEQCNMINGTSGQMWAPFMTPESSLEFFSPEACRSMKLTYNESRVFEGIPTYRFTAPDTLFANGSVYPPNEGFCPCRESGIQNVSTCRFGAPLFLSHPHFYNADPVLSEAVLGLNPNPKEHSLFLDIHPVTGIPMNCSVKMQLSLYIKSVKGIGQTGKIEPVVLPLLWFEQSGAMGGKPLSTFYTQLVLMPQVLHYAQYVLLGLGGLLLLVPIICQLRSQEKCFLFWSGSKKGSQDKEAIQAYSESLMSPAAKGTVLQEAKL
Keap1-Nrf2 PPI: inhibitors of human Keap1-Nrf2 protein-protein interaction. Keap1 Kelch-Nrf2 peptide fluorescence polarization, 1536-well. inhibition, % at 9.4 µM. AID 504523. 0.15% of 340,000 active; in the data active means inhibition above about 12%; inconclusive means no clear call, values can overlap the other calls; inactive means below about 7.3%;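 further: human Keap1 Kelch domain with fluorescein labeled Nrf2 9mer peptide probe; 0% = neutral control wells and 100% = peptide positive control; higher means more block of Keap1 binding to Nrf2 peptide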
Starred values were filed as active, the others as inactive; ? = inconclusive; / = not tested or not shown.

SMILES	C-LANA FP	Arrestin-AP2 inh	SR-BI uptake up	DAGLB inhibitor	PKA-R2B act	RTF Ca sens inh	PvdQ acylase	NSD2 HMT inh	SR-BI HDL uptake	Keap1-Nrf2 PPI
Cc1ccc2nc(NC(=O)C3CCN(c4ncnc5sc(C)c(C)c45)CC3)sc2c1	0.6	24	-5	2	1	-2	6	/	5	-7
O=C(CCCSc1ccccc1)Nc1ccc(Cl)c(S(=O)(=O)N2CCOCC2)c1	0.4	34	-14	-7	-5	-5	4	-2	14	0
CCOC(=O)/C(=N/Nc1ccc(OC)cc1)N1CCCc2ccccc21	1.6	-15	-7	-2	5	-5	-13	3	7	0
O=C(NCCCn1ccnc1)c1cc(-c2ccc(Cl)cc2)nc2ccccc12	0.0	0	-64	0	-7	-4	-9	1	64	4
COc1ccc(S(=O)(=O)N(C)C[C@H]2Oc3c(NC(=O)c4ccncc4)cccc3C(=O)N([C@H](C)CO)C[C@@H]2C)cc1	0.5	2	7	0	-9	-5	-15	/	-7	-5
Cc1cccc(C2=NN(c3ccccc3)[C@@H](C(=O)N3CCOC3=O)[C@@H]2c2ccc(F)cc2)c1	1.7	20	22	-6	-5	-6	-21	/	-22	-13
O=C(O)c1oc2ccccc2c1-n1cccc1	2.6	17	4	0	-1	-4	6	-1	-4	-2
C=CCOc1ccc(/C=C/C(=O)OCC(=O)N2CCN(C(C)=O)CC2)cc1	-0.3	8	16	-3	-4	-1	5	-3	-16	-1
COc1cccc(-c2nnc(SCC(=O)Nc3cc(C)on3)n2C)c1	0.2	-9	-6	3	-4	-1	4	-1	6	3
C=CCNc1nc(-c2sc(NC(C)=O)nc2C)cs1	0.5	2	4	-1	-7	-20	1	6	-4	-3
COC(=O)Cn1cc(C#N)c2ccccc21	-1.3	-5	15	-1	-9	0	-8	1	-15	-6
N=C(N)SCc1cn2ccccc2n1	-1.5	5	21	3	-4	1	-11	6	-21	-6
COc1ccc(NC(=O)c2cn(-c3ccccc3)nc2-c2cc3ccccc3o2)cc1	-1.6	21	-81	0	0	8	-9	-1	81*	-1
COc1ccc(Br)cc1CNC(=O)C1CCCN(S(=O)(=O)N2CC(C)CC(C)C2)C1 (stereo not drawn)	-0.1	-4	20	-7	13	-5	-16	-1	-20	1
CCOc1ccc(NC(=O)CN2CCN(CC(=O)Nc3cc(OC)cc(OC)c3)CC2)cc1	-0.2	3	-81	2	-2	5	-9	2	81*	-6
COc1ccc(S(=O)(=O)N2CCCCCC2)cc1C(=O)N(C)Cc1ccccc1F	-0.5	-1	0	-1	1	-4	-11	-2	0	-1
O=C(Nc1nc2ccc([N+](=O)[O-])cc2s1)c1ccc(S(=O)(=O)N2CCCc3ccccc32)cc1	1.1	-21	-50	-1	-7	-10	-13	-1	50	2
O=C1NC(=O)/C(=C\c2ccsc2)N1	0.3	32	20	-2	4	-2	3	-2	-20	2
CC(=O)c1sc(-c2ccccc2)cc1NS(=O)(=O)c1ccc(C)cc1	-0.2	31	-1	-1	3	-1	-1	-2	1	-1
CC(=O)Nc1nc2ccccc2n1CCOc1ccccc1	-0.1	1	14	1	0	-6	-2	-4	-14	-3
Cc1ccc(-c2cc3ccccc3nc2N2CCOCC2)cc1	-1.3	10	-41	/	/	/	0	-28	41	-1
CC(=O)c1cccc(NC(=O)c2ccc3c(=O)n4c(nc3c2)CCCCC4)c1	-0.9	-21	-52	1	14	-11	-11	-1	52	-8
Cn1c2ccccc2c2cnn(CC(=O)Nc3ccc(F)cc3F)c(=O)c21	4.4	-2	-20	1	-7	1	-12	-7	20	3
CC(NC(=O)c1cccc(Cl)c1)C1CC2CCC1C2 (stereo not drawn)	-0.6	20	-5	-9	-10	-1	7	-1	5	1
CSc1nsc(SC)c1C(=O)O	-0.2	10	8	2	-2	-5	-4	2	-8	-3
O=C(Cc1ccccc1)Nc1ccc(NC(=O)c2ccc(Br)cc2)cc1	0.2	-8	-23	3	-5	-9	-10	-1	23	-2
O=c1[nH]c2ccc(NS(=O)(=O)c3ccc(Cl)cc3)cc2[nH]1	-0.8	9	16	1	-4	-7	-15	-1	-16	0
Nc1ccc(Nc2ccncc2[N+](=O)[O-])cc1	0.0	9	2	-1	-15	8	9	-2	-2	-7
CC(=O)N1CCC(C(=O)N2CCN(S(=O)(=O)c3ccc(F)cc3)CC2)CC1	0.8	7	0	0	1	-1	-11	-2	0	1
COc1ccc(S(=O)(=O)N2CCCC2CNC(=O)C(=O)NCc2ccco2)cc1 (stereo not drawn)	-0.3	-16	?	4	-4	-3	-3	-3	-91	-1
CCNC(=O)c1ccccc1-c1nc(-c2ccccc2)no1	1.9	-2	8	0	-8	1	4	0	-8	-3
CCCN1C(=O)/C(=C/c2cc(C)n(C)c2C)SC1=Nc1ccc(OCC)cc1	2.3	9	5	0	-6	-3	-6	1	-5	2
Cc1[nH]nc2nc(SCC(=O)NCC3CCCO3)n(-c3ccc(Br)cc3)c(=N)c12 (stereo not drawn)	-1.2	51	-10	2	-5	0	-14	2	10	-1
O=[N+]([O-])c1cccc(P(=O)(O)c2cccc([N+](=O)[O-])c2)c1	0.0	-6	3	4	-2	-1	-7	-2	-3	-1
CCCCN(CC)C(=O)c1cc2c(=O)n3cccc(C)c3nc2s1	2.5	13	-44	2	-2	-6	4	-23	44	2
Cn1c(=O)c2c(nc(NCc3ccco3)n2Cc2ccc(Cl)cc2Cl)n(C)c1=O	2.5	2	-18	0	5	1	-14	1	18	1
O=C(O)CCc1[nH]c2ccccc2c1Sc1ccccc1	-1.1	-19	18	0	16	-2	-7	1	-18	2
CC1=C/C(=C(\c2cc(C)c(O)c(Br)c2)c2ccccc2S(=O)(=O)O)C=C(Br)C1=O	1.9	19	1	20	40*	-8	-5	50*	-1	-4
Cc1cc(/C=C2/SC(=S)N(c3cccc(Cl)c3)C2=O)c(C)n1-c1cccnc1	4.0	-8	/	-1	-11	-30	7	2	/	1
c1ccc(CCNc2ccnc3cc4ccccc4cc23)cc1	-12	27	-1	4	-4	-1	-3	-15	1	-3
CCC(=O)N1CCN(c2ccc(Cl)cc2NC(=O)c2ccc(Br)o2)CC1	1.9	8	-68	1	-2	-11	-6	119*	68	4
CC(Sc1nn(-c2ccc(Cl)cc2)c(=S)s1)C(=O)NCC1CCCO1 (stereo not drawn)	1.2	2	-25	0	4	7	-8	1	25	-1
C=CCn1c(C)nnc1SCC(=O)NC1CCCCC1	-0.2	39	14	-1	7	0	9	12	-14	0
Cn1c(SCC(=O)c2ccc(F)cc2)nnc1-c1ccccn1	-0.9	10	7	-2	-6	-2	-9	6	-7	0
COc1ccc(C2c3c(-c4ccccc4O)n[nH]c3C(=O)N2Cc2ccco2)cc1OC (stereo not drawn)	-1.1	16	5	2	-3	-9	-10	3	-5	-2
O=[N+]([O-])c1cccc(NC(=S)N2CCCC2)c1	0.6	-11	5	-3	4	-23	-15	0	-5	1
CC1=NN(C(=O)c2c(Br)c(C)nn2C)C(O)(C(F)(F)F)C1 (stereo not drawn)	0.0	39	3	-2	4	-4	1	0	-3	-3
NC(N)=NC(N)=Nc1ccc2ccccc2c1	-0.4	-1	28	-1	-7	-10	-11	3	-17	-4

A second format for eleven compounds above:
| SMILES | C-LANA FP | Arrestin-AP2 inh | SR-BI uptake up | DAGLB inhibitor | PKA-R2B act | RTF Ca sens inh | PvdQ acylase | NSD2 HMT inh | SR-BI HDL uptake | Keap1-Nrf2 PPI |
| --- | --- | --- | --- | --- | --- | --- | --- | --- | --- | --- |
| O=C(O)CCc1[nH]c2ccccc2c1Sc1ccccc1 | -1.1 | -19 | 18 | 0 | 16 | -2 | -7 | 1 | -18 | 2 |
| CC1=C/C(=C(\c2cc(C)c(O)c(Br)c2)c2ccccc2S(=O)(=O)O)C=C(Br)C1=O | 1.9 | 19 | 1 | 20 | 40* | -8 | -5 | 50* | -1 | -4 |
| Cc1cc(/C=C2/SC(=S)N(c3cccc(Cl)c3)C2=O)c(C)n1-c1cccnc1 | 4.0 | -8 | / | -1 | -11 | -30 | 7 | 2 | / | 1 |
| c1ccc(CCNc2ccnc3cc4ccccc4cc23)cc1 | -12 | 27 | -1 | 4 | -4 | -1 | -3 | -15 | 1 | -3 |
| CCC(=O)N1CCN(c2ccc(Cl)cc2NC(=O)c2ccc(Br)o2)CC1 | 1.9 | 8 | -68 | 1 | -2 | -11 | -6 | 119* | 68 | 4 |
| CC(Sc1nn(-c2ccc(Cl)cc2)c(=S)s1)C(=O)NCC1CCCO1 (stereo not drawn) | 1.2 | 2 | -25 | 0 | 4 | 7 | -8 | 1 | 25 | -1 |
| C=CCn1c(C)nnc1SCC(=O)NC1CCCCC1 | -0.2 | 39 | 14 | -1 | 7 | 0 | 9 | 12 | -14 | 0 |
| Cn1c(SCC(=O)c2ccc(F)cc2)nnc1-c1ccccn1 | -0.9 | 10 | 7 | -2 | -6 | -2 | -9 | 6 | -7 | 0 |
| COc1ccc(C2c3c(-c4ccccc4O)n[nH]c3C(=O)N2Cc2ccco2)cc1OC (stereo not drawn) | -1.1 | 16 | 5 | 2 | -3 | -9 | -10 | 3 | -5 | -2 |
| O=[N+]([O-])c1cccc(NC(=S)N2CCCC2)c1 | 0.6 | -11 | 5 | -3 | 4 | -23 | -15 | 0 | -5 | 1 |
| CC1=NN(C(=O)c2c(Br)c(C)nn2C)C(O)(C(F)(F)F)C1 (stereo not drawn) | 0.0 | 39 | 3 | -2 | 4 | -4 | 1 | 0 | -3 | -3 |
